Compound activity from PubChem.
S3 lipid droplet = qHTS Assay for Lipid Storage Modulators in Drosophila S3 Cells. Potency in µM for hits, for the others lipid storage change, negative = inhibition, % at the top dose, mostly 46.1 µM. 320,000 compounds, 0.64% hits. Drosophila S3 cells, BODIPY lipid droplet fluorescence, 18-24 h; cells fed with added oleic acid; active = well fitted inhibition curve with a large enough effect in the signal ratio, with a control signal flat, not every such curve was filed as active; inconclusive = small, poorly fitted or top-dose-only effect, or effect the other way, or a change in a side signal; the % refers to the signal ratio
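Drosophila S3 cells loaded with oleic acid (400 uM, as added) and compounds at several concentrations; lipid droplets imaged by 488-nm laser-scanning cytometry, 500–530 nm intensity and object ratio to cell channel. Percent activity normalized to 20 uM Triacsin C.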
S3 lipid droplet cell count max = also measured in S3 lipid droplet; calls as there; cell number change, %; measured here: cell count max response;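 cells counted by Cell Tracker Red CMTPX staining in the red channel; peak over a dose series mostly up to 46.1 µM; percent activity relative to internal control wells on each plate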
The depositor's hits bear a star; i = inactive; ? = inconclusive; . = not tested or not shown; [ ] = remark or other dose. % is scaled to controls: 0 for no effect and ±100 for the full control effect; potency is read from the fitted curve at half-maximal effect.

SMILES	S3 lipid droplet	S3 lipid droplet cell count max
CCC(Oc1ccccc1)C(=O)N(C)CC(=O)N(CC(C)C)c1c(N)n(CC(C)C)c(=O)[nH]c1=O (stereo unspecified)	i	-11
Cc1nc2c3ccccc3nc(NNC(=O)CCC(=O)NCCN3CCN(c4ccccc4)CC3)n2n1	?	.
COc1ccccc1NC(=S)N1CCC(NC(=O)C23CC4CC(CC(C4)C2)C3)CC1	-11%	-15
O=C(/C=C/c1ccccc1)N/C(=C/c1ccccc1)C(=O)Nc1ccccc1O	?	.
Cc1cccc(NC(=O)CCS(=O)(=O)c2ccccc2)c1	i	2
COCCn1c(=S)[nH]c2sc3c(c2c1=O)CCC(C)C3 (stereo unspecified)	?	.
CCOC(=O)c1cc(C(=O)OCC)c(=O)[nH]c1C	15%	6
N#Cc1ccc(Cn2ccnc2C(=O)Nc2ccccc2)cc1	?	.

(more compounds)
SMILES	S3 lipid droplet	S3 lipid droplet cell count max
CC(NCc1ccc(S(N)(=O)=O)cc1)C(=O)Nc1cccc(Cl)c1 (stereo unspecified)	28%	-10
C/C(=N\NC(=O)Cc1cccn1C)c1ccc([N+](=O)[O-])cc1	9%	3
CC(C)OC(=O)c1cc(C(=O)c2cc(Cl)ccc2O)coc1=N	0%	-11
COc1ccc(NC(=O)c2ccc3ccccc3c2)cc1NS(=O)(=O)c1ccc(F)cc1	?	.
CCn1c(-c2nn(-c3ccccc3)ccc2=O)n[nH]c1=S	?	.
CC(=O)NCC(=O)N(C)C(C(=O)Nc1ccc(C(C)C)cc1)c1ccccc1 (stereo unspecified)	i	-21
O=[N+]([O-])c1cccc(N(CC(O)CN2CCCC2)S(=O)(=O)c2ccccc2)c1 (stereo unspecified)	1%	8
CCOc1cc(S(=O)(=O)NCCN2CCOCC2)c(C)cc1C	i	-14

More results follow.
SMILES	S3 lipid droplet	S3 lipid droplet cell count max
COc1ccc(CNC(=O)c2cc3c(s2)CN(Cc2ccccc2)C3)cc1	3%	21
O=S(=O)(Cc1ccccc1)Oc1ccccc1	?	.
Cc1onc(-c2ccccc2)c1C(=O)Nc1sc2c(c1C(N)=O)CCC2	?	.
O=C(c1cnc(Cl)c(Cl)c1)N1CCN(S(=O)(=O)c2ccc3ccccc3c2)CC1	?	.
O=C(CSc1nc2ccccc2c(=O)n1Cc1ccc(C(=O)NC2CC2)cc1)NCc1ccco1	?	.
CCc1nnc(NC(=O)C(C)N2C(=O)C3C4C=CC(C4)C3C2=O)s1 (stereo unspecified)	?	.
COc1ccc(CC(=O)n2[nH]c(=O)cc(C)c2=O)cc1OC	?	.
CC(=O)Nc1ccc(-c2csc(N/N=C(/C)c3ccccc3)n2)cc1	?	.

Other structures
SMILES	S3 lipid droplet	S3 lipid droplet cell count max
CN(C)CCCN(C(=O)COc1ccc(Cl)cc1)c1nc2ccc(F)cc2s1	1%	-2
CN(C)CCCNc1ccc(-c2cc(Nc3cccc(Cl)c3)ncn2)cn1	8%	7
COc1ccc(C(C)(C)NC(=O)C2CCC(=O)N(CCCN3CCCC3=O)C2)cc1 (stereo unspecified)	i	1
CCOC(=O)CSc1n[nH]c(NC(=O)CC)n1	-19%	-8
O=C(NC1CC(=O)N(c2ccc3c(c2)OCCO3)C1)N1CCC(O)CC1 (stereo unspecified)	?	.
COc1ccc(NS(=O)(=O)c2ccc(NC(=S)NC(=O)c3ccc(Br)cc3)cc2)nn1	1%	8
CC(=O)NS(=O)(=O)c1ccc(NC(=S)Nc2ccccc2)cc1	i	-18
O=C(NCc1ccccn1)c1ccc(Cn2c(=S)[nH]c3ccccc3c2=O)cc1	?	.

Going on with the list.
SMILES	S3 lipid droplet	S3 lipid droplet cell count max
CC1CCC(NC(=O)c2cnccn2)CC1 (stereo unspecified)	?	.
CCOC(=O)[C@@H]1[C@H]2COc3ccccc3[C@H]2N2C(=O)N(c3cccc(Cl)c3)C(=O)[C@@]12C	?	.
CCOc1ncccc1C(=O)OCC(=O)Nc1nnc(-c2ccccc2)o1	?	.
O=C(O)/C(=C\c1ccc(Cl)c([N+](=O)[O-])c1)c1ccc(S(=O)(=O)N2CCCCC2)s1	?	.
CCCn1nc(NC(=O)c2ccncc2)c2cc3ccccc3nc21	?	.
CC(OC(=O)CNC(=O)c1ccccc1F)C(=O)Nc1nc(-c2ccccc2)cs1 (stereo unspecified)	?	.
COc1cc(/C=C2/C(=O)NN(c3cccc(C)c3)C2=O)cc([N+](=O)[O-])c1O	-8%	23
Cc1cccc(Nc2nc(N)nc(CC(=O)CSc3ccc(Cl)cc3)n2)c1	?	.

(listing goes on)
SMILES	S3 lipid droplet	S3 lipid droplet cell count max
CSc1nc(SC(C)C(=O)O)c2c3c(sc2n1)COC(C)(C)C3 (stereo unspecified)	-1%	12
CC(C)C(C(=O)Nc1ccncc1)c1ccc(Cl)cc1 (stereo unspecified)	?	.
CCn1nnc(NC(=O)C(C)Oc2ccc(Cl)cc2Cl)n1 (stereo unspecified)	19%	-7
COc1ccc(N2CCN(S(=O)(=O)c3ccc(Cl)c(C(F)(F)F)c3)CC2)cc1	?	.
Cc1ccc(/C=C/C(=O)N2CCN(c3ccc(F)cc3)CC2)o1	16%	26
C=C(C)c1ccccc1NC(=O)CCN1C(=O)c2ccccc2S1(=O)=O	?	.
CCOC(=O)CN1C(=O)N[C@@H](c2ccccc2)C(C(=O)OC)=C1C	-6%	4
Cc1cc(C(=O)Nc2ccc(OCc3ccccc3)cc2)c(C)o1	?	.

More results
SMILES	S3 lipid droplet	S3 lipid droplet cell count max
CCOC(=O)c1ccc(NC(=S)Nc2cc(C)cc(C)n2)cc1	?	.
COc1ccc(NC(=S)NCCCN2CCCC2)cc1	-6%	1
CN(C(=O)Cn1cnc([N+](=O)[O-])n1)C1CCCCC1	i	13
COc1ccc(C)cc1NC(C)C(=O)NC(=O)NC1CCCCC1 (stereo unspecified)	?	.
CC(=O)Nc1c(C)ccc(CNC(=O)COc2cc(C)ccc2C)c1C	-26%	-3
COc1ccc(C)cc1NS(=O)(=O)c1ccc(NC(=O)CN(c2cc([N+](=O)[O-])ccc2C)S(C)(=O)=O)cc1	?	.
CCc1c(C)c2c(C)nn(-c3ccccc3)c2[nH]c1=O	?	.
CC(C)(C)OC(=O)N1CCC[C@H]1c1nnc(SCc2ccc(Cl)cc2)o1	?	.

Remaining list, next part:
SMILES	S3 lipid droplet	S3 lipid droplet cell count max
COc1cc(/C=N/NC(=S)Nc2cccnc2)cc(OC)c1OC	?	.
O=C(NC1CCS(=O)(=O)C1)c1cc(-c2ccccc2)nc2ccccc12 (stereo unspecified)	7%	.
Cc1ccc(N(CC(=O)N2CCCCC2)S(=O)(=O)c2ccc(C)cc2)cc1	?	.
CC(SC1=NCCN1S(C)(=O)=O)c1ccccc1 (stereo unspecified)	?	.
c1ccc2c(NC3=NCCCCS3)cccc2c1	-1%	-3
COc1ccccc1/C=C/C(=O)Nc1cccc(S(=O)(=O)N2CCOCC2)c1	7%	0
O=C(COC(=O)C1=COCCO1)Nc1c(F)cccc1F	?	.
O=C(NCC1CCCCC1)c1cccc([N+](=O)[O-])c1	-18%	-13

Later entries:
SMILES	S3 lipid droplet	S3 lipid droplet cell count max
COc1cc2c(=O)n(Cc3ccccc3)c(=O)n(CC(=O)C(C)(C)C)c2cc1OC	20%	-3
Cc1cccc(NC(=O)CN2CCN(CC(=O)Nc3ccc(-c4ccccc4)cc3)CC2)c1C	?	.
COc1ccc(S(=O)(=O)Nc2cc3[nH]c(=O)oc3cc2C)cc1	?	.
CCC(C(=O)OCC(=O)N1CCN(S(=O)(=O)c2ccc(C)cc2C)CC1)c1ccccc1 (stereo unspecified)	?	.
O=c1c2ccccc2nc(N2CCN(c3ccccc3)CC2)n1Cc1ccccc1	?	.
O=C(N/N=C/C=C/c1ccccc1)c1cccs1	?	.
Cc1ccc(/C=N/NC(=O)C2(C)CC2(Br)Br)cc1 (stereo unspecified)	?	.
Cc1ccc(NNc2c(C)nc3ccccc3nc2=O)cc1	?	.

More compounds:
SMILES	S3 lipid droplet	S3 lipid droplet cell count max
COc1cc(OC)c(NS(=O)(=O)c2cc(C(=O)OCC(=O)NCC3CCCO3)ccc2OC)cc1Cl (stereo unspecified)	?	.
CC(C)CCn1cnc2c(c1=O)c1nc3ccccc3nc1n2Cc1ccc2c(c1)OCO2	?	.
O=C(c1ccc(OCc2cn3ccccc3n2)cc1)N1CCN(S(=O)(=O)c2ccccc2F)CC1	?	.
Brc1ccc(-c2ncc(-c3ccccc3)cn2)cc1	1%	-15
CC1CCCN(C(=O)C2CCN(S(=O)(=O)c3cccc4nsnc34)CC2)C1 (stereo unspecified)	?	.
Cc1ccccc1NC(=O)N1CCNC(=O)C1CC(=O)Nc1cc(Cl)ccc1Cl (stereo unspecified)	?	.
Cc1ccc(S(=O)(=O)/N=c2\ccc(Cl)cn2C(F)F)cc1	?	.
Cc1c(S(=O)(=O)N2CCN(C(=O)c3ccco3)CC2)c(=O)n(C)c(=O)n1C	?	.

5 entries picked at random from those above:
SMILES	S3 lipid droplet	S3 lipid droplet cell count max
CC(C)CCn1cnc2c(c1=O)c1nc3ccccc3nc1n2Cc1ccc2c(c1)OCO2	?	.
CC1CCCN(C(=O)C2CCN(S(=O)(=O)c3cccc4nsnc34)CC2)C1 (stereo unspecified)	?	.
Cc1ccccc1NC(=O)N1CCNC(=O)C1CC(=O)Nc1cc(Cl)ccc1Cl (stereo unspecified)	?	.
Cc1c(S(=O)(=O)N2CCN(C(=O)c3ccco3)CC2)c(=O)n(C)c(=O)n1C	?	.
Brc1ccc(-c2ncc(-c3ccccc3)cn2)cc1	1%	-15

Additional compounds follow:
SMILES	S3 lipid droplet	S3 lipid droplet cell count max
Cc1ccc2[nH]cc(CCNC(=O)c3cccs3)c2c1	6%	6
COc1ccccc1NS(=O)(=O)c1ccc2nc(CCl)[nH]c2c1	0.26µM*	-12*
O=C(c1cccc(OC2CCN(Cc3ccc(F)cc3Cl)CC2)c1)N1CCCC1	?	.
CC(C)NC(=O)NNC(=O)Cn1nnc(-c2cccc(Cl)c2Cl)n1	-12%	-16
COc1ccc(-c2cn(-c3ccccc3)nc2CO)cc1	?	.
Cc1cccc(C(=O)NNC(=O)c2cc3cc4ccccc4nc3s2)c1	?	.
C=CCOc1cccc(/C=C\c2nc(O)c([N+](=O)[O-])c(=O)[nH]2)c1	-9%	4
Brc1ccccc1OCCCCCN1CCOCC1	2%	18

Next results
SMILES	S3 lipid droplet	S3 lipid droplet cell count max
Cc1ccc(-c2nc3ccccc3nc2NN)cc1	-6%	11
COC(=O)C(NNc1ccccc1C)(NC(=O)c1ccc(F)cc1)C(F)(F)F (stereo unspecified)	?	.
CCOC(=O)C1=C(C)NC2=C(C(=O)C(C(=O)OCC)C(c3ccco3)C2)C1c1ccccn1 (stereo unspecified)	?	.
CC(=O)Nc1cccc(Oc2cnc3ccccc3n2)c1	?	.
CCOC(=O)c1c(NC(=O)COC(=O)CNC(=O)c2ccco2)sc(C(C)=O)c1C	?	.
CN1C(=O)CC(N2CCN(c3ccccn3)CC2)C1=O (stereo unspecified)	?	.
Fc1ccccc1/C=N/N1CCN(Cc2ccccc2Cl)CC1	i	27
COc1ccccc1NC(=O)CSc1nc2c(sc3ccccc32)c(=O)n1CCN(C)C	1%	-13

Next part.
SMILES	S3 lipid droplet	S3 lipid droplet cell count max
CN1CCN(CCCN(Cc2cccs2)C(=S)Nc2ccc(Cl)cc2)CC1	?	.
COCCn1c(=NC(=O)c2ccc(S(=O)(=O)N3CCOCC3)cc2)sc2cc(S(N)(=O)=O)ccc21	?	.
COc1ccccc1OCC(=O)NNC(=O)c1cnccn1	9%	-6
CCCNC(=O)COC(=O)/C=C/c1ccco1	?	.
C/C(=N\N1CCN(C)CC1)c1ccc(Cl)c(Cl)c1	-23%	8
COc1ccc(Cl)cc1NC(=O)Cn1c(=O)n2nc(C)nc2c2ccccc21	?	.
O=C(CSc1ncnc2nc[nH]c12)Nc1nnc(SCc2ccc(Cl)c(Cl)c2)s1	?	.
Cc1nn(CCC(=O)N2CCN(S(=O)(=O)c3ccc(Cl)cc3)CC2)c(C)c1C	?	.

More records
SMILES	S3 lipid droplet	S3 lipid droplet cell count max
COc1ccc(C(=O)Nc2nc3ccc(S(C)(=O)=O)cc3s2)cc1OC	i	23
CC1CCCN(C(=O)CCc2ccccc2)C1 (stereo unspecified)	?	.
Cc1ccc(S(=O)(=O)N2CCSC2)cc1C	?	.
Clc1ccc(-c2nc(-c3cnccn3)no2)cc1	?	.
COc1ccccc1-n1c(CNC(=O)c2cccc([N+](=O)[O-])c2C)n[nH]c1=S	-5%	-5
CCOc1ccccc1NC(=O)COC(=O)/C=C/c1ccc(OC)c(OC)c1	?	.
Cc1cccc(-n2c(C)cc(/C=N\NC(=O)c3cccs3)c2C)c1	?	.
O=C(COc1ccc(F)cc1Cl)Nc1cc(S(=O)(=O)N2CCOCC2)ccc1N1CCCCC1	?	.

(continued)
SMILES	S3 lipid droplet	S3 lipid droplet cell count max
Cc1sc2ncnc(OCC(=O)Nc3ccc4c(c3)OCCO4)c2c1C	?	.
Cc1cc(NC(=O)CSc2c3c(nc4ccccc24)CCC3)no1	-3%[9.22 µM]	8
CC(C)(C)OC(=O)CC[C@@H](C(=O)NCCCCCCCCCCC(=O)N1CCN(C(=O)OC(C)(C)C)CC1)n1cc(CCCCCNC(=O)OC(C)(C)C)nn1	i	-29
c1ccc(Nc2nnc(SCc3cccc4ccccc34)s2)cc1	?	.
Cc1ncc([N+](=O)[O-])n1CC(=O)N/N=C/c1ccc(F)cc1	?	.
Cc1cccc(C)c1NC(=S)Nc1ccc(Cl)c(Cl)c1	?	.
Cc1cccc([C@@H]2[C@@H]3C(=O)N(Cc4ccccc4)C(=O)[C@@H]3[C@]3(CC(C)C)C(=O)N(c4cccc(Br)c4)C(=O)N23)c1	?	.

These rows are one share of the data, so the mix of outcomes need not match the whole.
